High-throughput results: PubChem, several laboratories
procasp7 counter: counter-screen for procaspase-3 activators: activators of human procaspase-7. P55210. recombinant procaspase-7, Ac-DEVD-pNA absorbance 405 nm; D23A/D198A/D206A triple mutant, cannot self-cleave; scale: DMSO 0, 5 µM enzyme 100. activation, % at 8.5 µM. 330,000 compounds, 0.093% hits. AID 463210;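 active = percent activation above the screen-wide mean plus 3 SD, cut at about 25% in these data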
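Test system: Procaspase-7 triple mutant (PC-7 D3A). Also added: Ac-DEVD-pNA substrate, 400 µM as added. Schedule: 1 h enzyme–compound preincubation and 2 h substrate reaction, both 25 °C. Signal: p-Nitroaniline absorbance at 405 nm, read at 0 and 120 min. Control set: low DMSO alone, high DMSO plus 5 µM PC-7.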
CIT2 TOR yeast: alters CIT2-GFP fluorescence in TOR pathway yeast screen; GFP response vs DMSO, % at 10 µM; 320,000 compounds, 0.065% hits; S. cerevisiae CIT2-GFP strain, flow cytometry, 3 h; 100 means same as DMSO wells; AID 2029;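 active = GFP response relative to DMSO above a set limit, near the screen mean plus 3 SD, cut at about 150% in these data; inconclusive = Fewer than 70 cells measured for a yeast strain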;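 also: ratio of well median GFP fluorescence to mean of DMSO wells on the plate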
RPL19A TOR yeast: yeast TOR pathway RPL19A-GFP modulation | 330,000 compounds, 0.3% hits | percent response vs DMSO, % at 10 µM | S. cerevisiae RPL19A-GFP strain, flow cytometry, 3 h; hits give low values;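 active = percent response vs DMSO below 50%; inconclusive = fewer than 70 events counted for the yeast strain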;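 also: median channel GFP fluorescence of the barcoded RPL19A-GFP strain; ratio of sample median GFP to plate DMSO average so 100% = DMSO; lower means less RPL19A-GFP as with rapamycin TOR inhibition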
AHR act: activators of human aryl hydrocarbon receptor; activation, % at 5 µM; 320,000 compounds, 2.5% hits; AHR-responsive luciferase reporter cells, luminescence; AID 2796; in the data active = activation above about 47%;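 also: 0% = vehicle wells and 100% = reference agonist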
Target sequence (P35869 whole entry, looked up): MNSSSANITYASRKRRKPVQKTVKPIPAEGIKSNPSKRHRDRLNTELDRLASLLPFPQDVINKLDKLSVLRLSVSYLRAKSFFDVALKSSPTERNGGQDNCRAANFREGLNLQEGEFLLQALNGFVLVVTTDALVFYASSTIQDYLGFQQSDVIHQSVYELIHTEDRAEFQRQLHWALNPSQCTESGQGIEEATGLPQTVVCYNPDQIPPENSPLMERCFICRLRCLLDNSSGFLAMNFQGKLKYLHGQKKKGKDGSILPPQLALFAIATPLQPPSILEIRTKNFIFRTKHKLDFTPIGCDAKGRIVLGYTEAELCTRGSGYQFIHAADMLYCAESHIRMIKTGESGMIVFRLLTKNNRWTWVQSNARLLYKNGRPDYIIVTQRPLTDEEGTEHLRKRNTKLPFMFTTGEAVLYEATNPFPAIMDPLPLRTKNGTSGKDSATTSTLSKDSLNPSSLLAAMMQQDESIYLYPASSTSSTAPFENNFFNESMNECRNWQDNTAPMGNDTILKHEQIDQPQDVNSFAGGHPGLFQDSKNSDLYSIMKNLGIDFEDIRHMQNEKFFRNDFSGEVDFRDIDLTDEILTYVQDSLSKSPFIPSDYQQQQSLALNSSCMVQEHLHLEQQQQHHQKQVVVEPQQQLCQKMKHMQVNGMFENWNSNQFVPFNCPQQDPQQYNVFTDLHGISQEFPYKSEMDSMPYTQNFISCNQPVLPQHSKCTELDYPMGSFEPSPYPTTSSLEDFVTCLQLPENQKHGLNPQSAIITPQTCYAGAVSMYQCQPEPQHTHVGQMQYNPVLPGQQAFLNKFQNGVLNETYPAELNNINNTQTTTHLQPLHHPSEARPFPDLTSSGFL
MEP2 TOR yeast: alters MEP2-GFP fluorescence in TOR pathway yeast screen. S. cerevisiae MEP2-GFP strain, flow cytometry GFP, 3 h; 100% = DMSO control level. GFP response vs DMSO, % at 10 µM. 330,000 compounds, 0.51% hits. AID 2016;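 active = GFP response versus DMSO above a set limit, roughly screen mean plus 3 SD, cut at about 180% in these data; inconclusive = fewer than 70 cells counted for a yeast strain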;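 also: median GFP fluorescence of the barcode-gated MEP2-GFP cells per well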
LAP4-GFP MLPCN: alters LAP4-GFP fluorescence in TOR pathway yeast screen; GFP response vs DMSO, % at 10 µM; 320,000 compounds, 0.34% hits; S. cerevisiae LAP4-GFP multiplex, flow cytometry GFP, 3 h; median GFP as percent of DMSO wells; AID 2023;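 active = GFP response vs DMSO above a set limit, about the screen mean plus 3 SD, cut at about 150% in these data; inconclusive = under 70 cell events counted for the yeast strain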
proCasp3 act: procaspase-3 (human) activation. 330,000 compounds, 0.11% hits. activation, % at 8.5 µM. P42574. recombinant procaspase-3 D3A, Ac-DEVD-pNA absorbance 405 nm;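 active = activation above the mean of all tested compounds plus 3 SD, cut at about 21% in these data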;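 also: 0% = DMSO alone and 100% = DMSO wells spiked with extra 5 µM PC-3 D3A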
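Test system: Procaspase-3 D3A mutant, all three cleavage aspartates alanine | Dosing: Single dose, 8.5 µM nominal compound, 0.8% DMSO | Schedule: 1 h preincubation, 2 h reaction | Technique: 405 nm absorbance of p-nitroaniline, reads at 0 and 120 min | Repeats: One well per compound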
AGP1 TOR yeast: alters AGP1-GFP fluorescence in TOR pathway yeast screen | 320,000 compounds, 0.02% hits | S. cerevisiae AGP1-GFP multiplex flow cytometry, 3 h; GFP as percent of DMSO wells | GFP response vs DMSO, % at 10 µM;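 active = GFP response relative to DMSO above a set limit, near screen average plus 3 SD, cut at about 150% in these data; inconclusive = fewer than 70 cells counted for the yeast strain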;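 also: median GFP channel fluorescence of the gated AGP1 strain per well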
* hit, by the source's call; u = inconclusive; x = not tested or not shown; [ ] = another dose, or the depositor's remark. Not a hit list. Share with any hit: about 3.5%.

SMILES	procasp7 counter	CIT2 TOR yeast	RPL19A TOR yeast	AHR act	MEP2 TOR yeast	LAP4-GFP MLPCN	proCasp3 act	AGP1 TOR yeast
CC(C)(C)c1ccc(OCCOc2ccc(C(C)(C)C)cc2NC=O)c(NC=O)c1	-2.0	88.5	86.9	37.1	85.6	97.2	0.0	92.2
CCOc1ccc(OCc2nnc(SCC(=O)NC3CCS(=O)(=O)C3)n2-c2ccc(Cl)cc2)cc1 (configuration not stated)	-2.0	101.0[may fluoresce red]	u	1.1	91.7[may fluoresce red]	81.3[may fluoresce red]	2.9	94.2[may fluoresce red]
Cc1ccc(C)c(NC(=S)NNC(=O)c2csc(C(C)C)c2)c1	-6.4	102.6	98.8	3.0	100.2	101.1	-1.2	95.6
COc1ccc(C(=O)OCC(=O)Nc2cc(C)on2)cc1S(=O)(=O)N1CCOCC1	-3.6	99.0	97.1	-0.1	112.7	98.6	2.9	99.5
CCOc1ccc(NC(=O)CN(C)C(=O)c2cc(C)oc2C)cc1OCC	-7.9	99.5	102.8	3.5	108.1	108.1	2.8	107.7
CC(C)C(=O)Nc1ccc(N2CCOCC2)c(S(=O)(=O)Nc2ccccc2Cl)c1	1.9	98.9	97.2	-0.7	93.9	97.1	1.3	101.8
COc1ccc(CCNC(=O)Cn2nc(C)c3c(C)n(-c4ccccc4)nc3c2=O)c(OC)c1	-10.2	102.9	99.3	1.8	103.7	96.0	3.3	105.3
O=C(NCCN1C(=O)S/C(=C\c2ccccc2)C1=O)C1CCN(S(=O)(=O)c2cccs2)CC1	6.1	97.0	97.6	-2.6	98.4	99.4	6.8	99.9
O=S(=O)(c1ccc(Cl)cc1)N1CCC2(CC1)CO2	-4.8	103.0	99.9	-1.9	99.3	102.2	-3.3	103.4
Cc1ccccc1N1CCN(CC(=O)Nc2ccccc2C(=O)NC2CC2)CC1	8.9	99.4	94.7	0.8	94.5	95.8	0.7	97.1
NC(=O)C1CCN(C(=O)CC2C(=O)NCCN2Cc2cccc(Oc3ccccc3)c2)CC1 (configuration not stated)	-4.4	99.4	106.0	-0.2	104.4	92.9	-8.1	103.0
CN(C1=C(NC(=O)c2ccc(Cl)cc2)C(=O)c2ccccc2C1=O)c1ccccc1	-2.0	99.5	105.8	31.9	99.5	97.4	1.2	93.9
Cc1ccc(Sc2cc(NCCCO)c([N+](=O)[O-])c3nonc23)cc1	3.3	95.7	94.5	-1.9	98.7	104.9	-0.7	101.2
COC(=O)C(C(=O)OC)C(CC(=O)c1ccc(C)cc1)c1cc(OC)c(OC)c(OC)c1 (configuration not stated)	0.2	103.9	104.9	2.9	111.2	101.7	2.9	96.8
O=c1nc(NCc2ccccc2Cl)cn[nH]1	11.1	106.9	98.4	-2.5	99.1	103.3	-7.9	99.5
COc1ccc(C2CC(C(F)(F)F)n3nc(C(=O)NCCN4CCOCC4)cc3N2)cc1 (configuration not stated)	4.9	102.6	101.1	-0.7	93.8	95.3	-4.6	106.0
O=C(c1ccc(S(=O)(=O)Nc2cccc(C(F)(F)F)c2)cc1)N1CCN(c2ccccc2O)CC1	8.0	93.8	97.3	1.1	91.9	97.0	-3.9	110.7
N#C/C(=C\c1ccc[nH]1)S(=O)(=O)c1ccccc1	-3.8	89.6	97.5	2.5	91.0	107.3	6.8	98.1
CN(C)CCCNC(=O)c1ccc(Cl)c(S(=O)(=O)N(C)c2ccccc2)c1	11.9	97.8	102.9	-3.6	103.4	95.8	-2.7	105.5
Cc1ccc2c(c1)[C@@H]1CN(C)CC[C@@H]1N2S(=O)(=O)c1ccc([N+](=O)[O-])cc1	-4.1	85.6	90.7	-1.1	91.3	89.6	-5.5	88.7
COc1ccc(NC2CCCN(C(=O)c3c(C)noc3C)C2)cc1 (configuration not stated)	5.7	95.9	110.4	0.6	106.7	73.2	5.7	97.6
CC1(C)Oc2ccccc2OC1(O)c1ccc2ccccc2n1 (configuration not stated)	-1.2	97.1	100.8	4.5	95.0	98.7	-4.4	98.3
CCC(C)NC(=O)[C@H]1N2C(=O)c3ccccc3C2SC1(C)C (some centres not stated)	-6.0	107.3	106.7	0.2	98.4	94.0	-6.7	103.3
O=C(Nc1ccc(Br)cc1)c1csc(-c2ccncc2)n1	6.8	105.1	92.8	52.7*	97.7	89.4	2.4	x
O=C(Nc1cccnc1)Nc1ccc2c(c1)OCO2	-19.0	103.4	100.7	85.2*	98.6	107.9	-9.9	99.1

Following part.
SMILES	procasp7 counter	CIT2 TOR yeast	RPL19A TOR yeast	AHR act	MEP2 TOR yeast	LAP4-GFP MLPCN	proCasp3 act	AGP1 TOR yeast
CCOc1ncccc1C(=O)N1CCN(S(=O)(=O)c2cccs2)CC1	-3.2	95.7	97.6	0.7	91.5	97.6	6.9	94.2
CCOC(=O)Cn1c(CN2CCN(C(c3ccccc3)c3ccccc3)CC2)nc2c1c(=O)n(C)c(=O)n2C	3.7	111.9	100.8	-1.5	98.6	99.7	0.9	106.9
CCN(CC)Cc1cc(NC2=NS(=O)(=O)c3ccccc32)ccc1OC(=O)C(C)C	-0.4	104.1	100.4	-1.8	100.5	96.8	12.7	103.2
Cc1noc(C)c1COC(=O)c1ccc2ccccc2n1	-3.8	92.3	90.4	13.7	109.1	103.7	-6.8	98.0
COc1cc(C2C(C#N)=C(N)Oc3cc4c(cc32)OCO4)cc(OC)c1OC (configuration not stated)	-2.6	107.8	99.5	36.0	97.4	93.4	6.7	99.7
CC1CCCN(C(=S)Nc2ccc(F)cc2)C1 (configuration not stated)	-1.6	96.9	98.2	0.0	103.7	106.2	2.5	100.0
CC(C)=CCC[C@](C)(O)C1CC[C@]2(C)C1C(O)CC1[C@@]3(C)CCC(O)C(C)(C)C3C(O[C@@H]3OC(CO)C(O)C(O)C3O[C@@H]3OC(C)C(O)C(O)C3O)C[C@]12C (some centres not stated)	10.9	84.9	95.8	-1.1	95.2	86.4	3.5	90.8
O=C(CSc1nnc(-c2ccc(F)cc2)c2ccccc12)Nc1ccccc1	-8.9	88.1	102.2	12.7	97.2	84.6	-11.8	91.2
O=C(CCNc1ccc(Cc2ccncc2)cc1)c1ccc([N+](=O)[O-])cc1	-27.5	110.9	107.9	1.1	106.0	87.1	-22.2	104.6
COc1cc(C)c(C(=O)CC(=O)c2c(C)cc(OC)cc2C)c(C)c1	0.8	116.5	108.2	0.7	114.0	117.7	-0.4	121.2
CCSc1cc(N2CCCC2)nc(-c2ccccc2Cl)n1	-4.8	99.6	101.9	1.2	103.9	102.2	14.8	99.8
O=C(O)c1ccccc1C(=O)c1ccc(Cl)cc1	-5.9	92.8	104.1	2.3	97.6	104.9	6.7	110.5
O=C(CSc1nnc(SCc2ccccc2)s1)NNC(=S)Nc1ccccc1	-15.3	114.1	103.2	-0.8	113.7	93.7	-7.4	102.9
Cc1ccc(C)c(C(=O)CN2C(=O)C(=O)N(C3CCCC3)C2=O)c1	5.9	111.9	102.7	0.0	101.8	96.7	10.2	102.2
O=C(CCNc1n[nH]c(=O)[nH]c1=O)N/N=C\c1cccc(OCc2ccccc2)c1	-8.1	89.2	92.6	-2.3	95.7	97.3	2.8	97.1
CCc1ccccc1NC(=O)CCCN1C(=O)c2cccnc2C1=O	-0.9	110.1	106.4	0.9	109.7	98.8	-0.9	106.5
COc1cccc(C(=O)Nc2cc(=O)n(C)c(=O)n2C)c1OC	4.2	97.0	95.6	-0.2	98.2	98.4	6.7	98.2
COc1cc(C2C(C#N)=C(N)Oc3n[nH]c(-c4cccnc4)c32)cc(Br)c1O (configuration not stated)	2.6	96.9	91.5	0.9	93.0	85.2	-9.1	90.6
CC1(c2nnc(-c3ccncc3)o2)CC(c2cccc(Cl)c2)=NO1 (configuration not stated)	-9.4	108.5	100.0	-0.1	86.8	126.9	5.8	88.4
CCn1ncc(N(C)N)c(Cl)c1=O	-3.9	x	82.9	2.8	88.1	81.4	4.1	82.5
Cc1ccc(C)c(NC(=O)CN2C(=O)CC(C)S(=O)(=O)c3ccccc32)c1 (configuration not stated)	2.6	98.6	103.2	5.6	103.2	104.9	5.0	99.7
O=C(N/N=C/c1cc2cc3c(cc2nc1Cl)OCO3)c1ccncc1	-6.4	105.5	92.1	63.7*	94.7	97.2	14.4	112.7
CCCn1c2ccccc2c2cnn(CC(=O)NC(C)CC)c(=O)c21 (configuration not stated)	x	94.2	90.8	x	89.0	83.5	x	88.1
CCN1CCN(c2ncnc3c2cnn3-c2ccccc2)CC1	4.0	106.0	97.4	5.9	102.3	97.6	9.5	102.8
CN(C)c1ccc(-c2nc3cc(N)ccc3o2)cc1	x	102.4	104.4	x	109.9	98.9	x	84.2

(more compounds)
SMILES	procasp7 counter	CIT2 TOR yeast	RPL19A TOR yeast	AHR act	MEP2 TOR yeast	LAP4-GFP MLPCN	proCasp3 act	AGP1 TOR yeast
Cc1c(-c2ccc(F)cc2)nc(N)c(C#N)c1-c1ccco1	11.3	112.4	101.8	0.4	105.1	97.4	1.2	101.9
O=C1C=C(c2cccc(OCc3ccccc3)c2)C[C@@H](c2ccc3c(c2)OCO3)C1	6.4	102.8	102.0	31.5	100.6	104.6	8.4	104.1
C=CCn1c(O)c(N=NC(=O)CNC(=O)c2ccncc2)c2ccccc21	-0.8	100.6	97.3	99.5*	98.6	92.2	0.7	96.0
COc1ccc(C2=NNC(c3cc(Cl)cc4c3OCOC4)C2)c(O)c1 (configuration not stated)	-40.6	102.2	100.9	3.8	108.3	102.9	-22.0	98.3
C/C(CC(=O)Nc1ccccn1)=N\NC(=O)C(=O)Nc1ccccc1C	-6.7	u	66.7[may fluoresce violet]	-4.1	249.4*[may fluoresce violet]	64.5[may fluoresce violet]	8.8	u
COCc1c(C(=O)OCc2c(C)noc2C)oc2ccccc12	-1.6	92.6	98.1	-0.7	105.2	96.4	-5.4	97.6
COc1ccc(CNC(=O)c2ccc(S(=O)(=O)N3CCCC3)cc2)cc1OC	3.5	101.5	102.9	3.9	100.6	101.6	-6.6	101.1
O=C(Cn1ncc2c(=O)oc3ccccc3c21)N1CCCN(Cc2ccccc2F)C1	9.8	96.5	103.5	-0.8	91.3	96.8	-2.4	99.8
COc1cc2c(cc1OC)CN(C(=O)CC1CC3CCC1C3)CC2 (configuration not stated)	6.9	92.2	99.3	-6.3	103.3	79.0	13.8	103.2
COc1cccc(CNC(=O)C(Cc2ccccc2)n2cccc2)c1 (configuration not stated)	-0.6	91.6	93.3	3.4	91.6	108.0	8.2	95.4
CCC(=O)N1CCNC(=O)C1CC(=O)Nc1ccc(C)c(Cl)c1 (configuration not stated)	0.9	107.2	102.7	4.1	102.3	106.8	-0.8	109.1
CCOC(=O)NC(NC(=O)OCC)C(=O)c1ccccc1	7.6	105.4	100.3	4.4	101.1	104.3	5.9	95.5
OCCNCC12CC3CC(CC(C3)C1)C2	7.1	101.4	97.9	-2.2	95.4	105.5	-2.3	105.6
